Assay outcomes as filed in PubChem BioAssay.
PRMT1 inh = inhibitors of human PRMT1; Q99873; recombinant PRMT1, activity-based probe fluorescence polarization; inhibition, % at 2.79 µM; 370,000 tested, 1.3% active; AID 652257;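 active = inhibition above about 21% made by adding two undisclosed values, limit read from the data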
UHRF1 binding = human UHRF1 methylated DNA binding inhibitors | UHRF1 binding to methylated oligo, TR-FRET | inhibition, % at 4.4 µM | 370,000 tested, 0.75% active; in the data active = inhibition above about 21%;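 also: UHRF1 SRA domain binding a hemimethylated CpG hairpin DNA probe; 0% = median of test compound wells and 100% = reference inhibitor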
rCAG binder = binds r(CAG) RNA repeats | 370,000 tested, 1.3% active | r(CAG) RNA repeat, TO-PRO-1 dye displacement fluorescence | inhibition, % at 3 µM;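 active = inhibition above the plate cutoff, the mean of all test compounds on that plate plus 3 SD, cut at about 35% in these data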;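 also: 0% = DMSO alone and 100% = 100 µM mitoxantrone as full dye displacement; higher means more dye released from RNA so lower well fluorescence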
NPR1 activator = GC-A (human) enzyme activation; P16066; HEK293 GC-A cells, cGMP TR-FRET, EC30 ANP; 0% at EC30 ANP, 100% saturating ANP; activation, % at 10 µM; 370,000 tested, 0.14% active; in the data active = activation above about 40%
TCR-CD3 inh = human TCR-CD3 binding inhibition; inhibition, % at 9.4 µM; 360,000 tested, 0.37% active; AID 651800; TAMRA-labeled TCR probe fluorescence, biochemical; in the data active = inhibition above about 19%;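 also: recombinant mutant TCR 2C K166C tagged with TAMRA read by polarization; 0% = receptor in buffer alone and 100% = receptor with positive control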
HTRA1 inh = blocks human HTRA1 serine peptidase; Q92743; 340,000 tested, 0.5% active; AID 504803; inhibition, % at 5.96 µM; recombinant HTRA1, FP-rhodamine activity-based probe, fluorescence polarization; in the data active = inhibition above about 36%;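 also: 0% = enzyme with DMSO and 100% = wells lacking enzyme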
SIAE primary = human SIAE inhibition, primary screen; AID 1053197; 370,000 tested, 0.69% active; inhibition, % at 9.66 µM; Q9HAT2; SIAE FP-Rh probe binding, fluorescence polarization;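 active = inhibition above a cutoff: mean of compounds within the control limits plus 3 SD of those, cut at about 17% in these data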;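 also: 0% = plate median of compound wells and 100% = probe without SIAE protein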
NPR2 activator = GC-B (human) receptor activation. P20594. 370,000 tested, 0.11% active. HEK293-GC-B cells, CNP EC30, cGMP TR-FRET; 0% at EC30 CNP, 100% saturating CNP. AID 1920062. activation, % at 10 µM;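 active = activation at 10 µM reaching about 35% in either raw or pattern-adjusted values, limit read from the data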
MBD2 DNA inh = blocks human MBD2 binding to methylated DNA | TR-FRET, MBD2 binding to methylated oligonucleotide | 370,000 tested, 0.31% active | inhibition, % at 4.4 µM | Q9UBB5; in the data active = inhibition above about 13%
Target sequence (Q9UBB5 whole entry, looked up): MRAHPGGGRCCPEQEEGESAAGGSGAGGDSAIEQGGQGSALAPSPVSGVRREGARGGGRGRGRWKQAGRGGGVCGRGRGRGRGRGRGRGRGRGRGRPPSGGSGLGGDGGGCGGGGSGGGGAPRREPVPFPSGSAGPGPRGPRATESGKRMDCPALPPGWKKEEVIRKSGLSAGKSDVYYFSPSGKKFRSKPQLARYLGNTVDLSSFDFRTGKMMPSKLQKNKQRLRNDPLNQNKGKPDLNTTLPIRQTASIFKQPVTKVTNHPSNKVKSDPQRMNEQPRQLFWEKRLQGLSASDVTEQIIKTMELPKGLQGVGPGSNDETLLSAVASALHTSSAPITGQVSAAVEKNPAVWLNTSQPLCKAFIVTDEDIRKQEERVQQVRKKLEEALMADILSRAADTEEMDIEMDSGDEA
ABHD4 inh = inhibitors of mouse ABHD4; Q8VD66; purified mABHD4, FP-Rh probe fluorescence polarization; inhibition, % at 8.92 µM; 370,000 tested, 0.54% active;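 active = inhibition exceeding the mean over every tested compound plus 3 SD, cut at about 30% in these data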;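 also: 0% = plate median of compound wells and 100% = S159A mutant with DMSO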
Target sequence (Q8VD66 whole entry, looked up): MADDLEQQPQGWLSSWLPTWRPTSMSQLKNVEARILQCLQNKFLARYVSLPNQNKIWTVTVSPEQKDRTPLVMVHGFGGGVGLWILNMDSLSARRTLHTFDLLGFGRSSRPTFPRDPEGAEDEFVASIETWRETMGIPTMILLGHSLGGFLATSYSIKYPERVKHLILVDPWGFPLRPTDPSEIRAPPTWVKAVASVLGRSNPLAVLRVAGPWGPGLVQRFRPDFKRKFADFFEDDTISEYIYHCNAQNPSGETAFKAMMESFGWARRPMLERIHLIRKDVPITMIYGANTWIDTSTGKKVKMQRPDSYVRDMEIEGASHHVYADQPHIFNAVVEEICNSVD
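Assay system: mouse ABHD4 enzyme, wild type / Also added: fluorescent activity-based probe FP-Rh / Doses: single nominal dose of 8.92 µM, 0.89% DMSO final / Timing: 45 min compound pre-incubation plus 60 min probe step, 25 °C / Signal: FP readout, ex 525 nm / em 598 nm / Control set: S159A mutant/DMSO as 100%, compound-well median as 0%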
* marks the source's active call; other numbers are inactive results; / = not tested or not shown. Some of the compounds tested; rates above refer to the full screens.

SMILES | PRMT1 inh | UHRF1 binding | rCAG binder | NPR1 activator | TCR-CD3 inh | HTRA1 inh | SIAE primary | NPR2 activator | MBD2 DNA inh | ABHD4 inh
Cn1nc(CC#N)c2c(=N)n(N)cnc21 | -4 | 4 | 1 | 3 | 2 | -3 | -1 | -3 | 8 | 4
COc1ccc(C2=NOC(Cn3nc(-c4ccccc4)cc3C(=O)NCc3cccc(Br)c3)C2)cc1 (stereo not given) | -2 | 4 | 5 | -5 | -5 | -7 | -30 | -3 | -1 | -9
CCCCN(C(=O)c1ccc(S(=O)(=O)N2CCOCC2)cc1)C1CCS(=O)(=O)C1 (stereo not given) | -5 | -2 | -4 | -2 | -4 | 11 | -1 | -1 | -6 | -5
Clc1ccc(Cn2c(-c3cccnc3Cl)nc3ccccc32)cc1 | 0 | -3 | -6 | -18 | 3 | -10 | -2 | -15 | -2 | -5
CCCn1c(N)c(N(C)C)c(=O)n(CC(=O)Nc2ccc(OC(F)(F)F)cc2)c1=O | 0 | 0 | -5 | 3 | -1 | -1 | 1 | 2 | 0 | 1
CCOC(=O)CNC(=O)CSc1nnc(NC(=O)c2ccc3c(c2)OCO3)s1 | 0 | 0 | -4 | 3 | 2 | 5 | 1 | -4 | -2 | 0
CC(=O)N1c2ccc(S(=O)(=O)NCC3CCC(C(=O)NC4CCCCC4C)CC3)cc2CC1C (stereo not given) | 0 | 3 | -4 | 0 | -6 | -1 | 2 | 0 | 5 | 6
COc1ccc(N2CCN(C(=O)c3ccc(C)c(NC(=O)c4ccco4)c3)CC2)cc1 | 1 | 3 | -8 | 0 | 7 | -2 | 0 | 4 | 6 | 8
COc1cc(OC)cc(C(=O)OCC(=O)Nc2ccc3[nH]c(=O)[nH]c3c2)c1 | 2 | -2 | 2 | 1 | 9 | 1 | 1 | 2 | -2 | -2
CCOc1ccc(CCNC(=O)CCNC(=O)c2ccccc2Cl)cc1OCC | -2 | 14 | -4 | 2 | -6 | 9 | 4 | 3 | -2 | 6
O=C(Nc1ccccc1)C1CCCN(C(=O)c2ccc(F)cc2)C1 (stereo not given) | 3 | 1 | 2 | 0 | 3 | -2 | 0 | 2 | 1 | -2
CC(=O)Nc1ccc(NS(=O)(=O)c2ccc3c(c2)oc(=O)n3C)cc1 | -3 | 1 | 2 | 0 | 7 | 0 | 4 | -3 | 5 | -3
O=C(Nc1ccc2c(c1)OCCO2)c1cccc2nc3ccccc3nc12 | 1 | 1 | 7 | 10 | 0 | 4 | 4 | 6 | 4 | 6
CCOC(=O)c1ccc(NC(=O)COc2ccc(S(=O)(=O)NC(C)CC)cc2)cc1 (stereo not given) | -3 | 0 | -5 | -2 | 1 | -12 | 0 | -1 | -2 | -8
O=Cc1ccc(OC(=O)c2cc(Cl)nc3ccccc23)cc1 | 1 | 0 | 1 | 0 | -1 | -4 | -8 | 7 | -3 | -7
CCOC(=O)N1CCN(c2cc(=O)n(C)c(=O)n2C)CC1 | 3 | -1 | -1 | -1 | 3 | / | -7 | 1 | 2 | 1
CC1(C)CC2CC(C)(CN2C(=O)NC(=O)c2ccccc2)C1 (stereo not given) | 1 | 0 | -5 | 1 | 1 | -2 | 4 | 2 | 1 | 0
CCC(=O)N1CCc2cc(Br)cc(S(=O)(=O)N3CCCCCC3)c21 | 1 | 5 | 2 | -2 | -3 | -11 | -5 | -2 | -6 | -7
COc1ccc(S(=O)(=O)N2CCCCCC2)cc1NC(C)C(=O)Nc1ccc(NC(C)=O)cc1 (stereo not given) | 2 | 33* | 3 | -1 | 4 | -3 | 2 | 3 | -4 | 7
CC(C)CCN(C)C1CCN(C(=O)Nc2c(F)cccc2F)CC1 | 0 | 0 | 3 | 2 | 6 | 2 | 4 | -1 | -2 | -1
COc1ccc(-n2ccnc(SCC(=O)NC3CCCC3)c2=O)cc1OC | 8 | -4 | 0 | 6 | 3 | -1 | -4 | 3 | -5 | -5
Cc1ccc(C2=NO[C@@](CC(=O)O)(C(=O)Nc3ccc4c(c3)OCCO4)C2)cc1 | -2 | 1 | 7 | -4 | 4 | 8 | 10 | 2 | -2 | 1
COC(=O)c1ccc2c(=O)n(Cc3ccc(C(=O)NCCCN4CCC(C)CC4)cc3)c(=S)[nH]c2c1 | -4 | -3 | -1 | 2 | 7 | -6 | -4 | 0 | -4 | -8
O=C(NC1CCCc2ccccc21)c1cccc(Br)c1 (stereo not given) | -2 | 0 | -3 | -5 | 13 | -7 | 1 | -4 | -4 | -3

Rewritten field by field: part of the list above.
compound: Cc1ccc(C2=NO[C@@](CC(=O)O)(C(=O)Nc3ccc4c(c3)OCCO4)C2)cc1
  PRMT1 inh: -2; UHRF1 binding: 1; rCAG binder: 7; NPR1 activator: -4; TCR-CD3 inh: 4; HTRA1 inh: 8; SIAE primary: 10; NPR2 activator: 2; MBD2 DNA inh: -2; ABHD4 inh: 1

compound: CCOC(=O)N1CCN(c2cc(=O)n(C)c(=O)n2C)CC1
  PRMT1 inh: 3; UHRF1 binding: -1; rCAG binder: -1; NPR1 activator: -1; TCR-CD3 inh: 3; HTRA1 inh: /; SIAE primary: -7; NPR2 activator: 1; MBD2 DNA inh: 2; ABHD4 inh: 1

The list goes on:
SMILES | PRMT1 inh | UHRF1 binding | rCAG binder | NPR1 activator | TCR-CD3 inh | HTRA1 inh | SIAE primary | NPR2 activator | MBD2 DNA inh | ABHD4 inh
COc1ccc(NC(=O)N(C)C[C@@H]2OCc3ccccc3-c3c(n(C)c4ccccc34)C(=O)N([C@H](C)CO)C[C@H]2C)c(OC)c1 | -2 | 7 | 7 | -1 | 4 | -5 | 8 | 0 | 3 | 10
Oc1ccc(CCNc2ncnc3ccc(Cl)cc23)cc1 | -1 | -1 | 2 | 5 | -2 | 1 | -1 | 0 | 2 | -2
Cc1ccn(-c2ccc(NC(=O)c3cccs3)cc2)n1 | 3 | 0 | -2 | -1 | -9 | -10 | 1 | 1 | 5 | 6
c1ccc(Nc2ncnc3sc4c(c23)CCC4)cc1 | 0 | -3 | 1 | -3 | 4 | -17 | 0 | -4 | 1 | -2
COc1ccccc1NC(=O)c1ccc(NC(=O)CSc2n[nH]c(N)n2)cc1 | -1 | 8 | 6 | 2 | -2 | -17 | 0 | 6 | 1 | 1
Cc1cccc(NC(=O)NCCN2CCCCC2)c1 | -6 | 4 | 0 | -4 | -1 | 2 | -7 | 3 | -3 | -11
CN(C)c1ccc(NC(=O)Nc2ccc3c(c2)c(=O)n(C)n3Cc2ccccc2)cc1 | 13 | -2 | 11 | 0 | 2 | / | 5 | 2 | 0 | 24
COc1cc(N(C(=O)Cc2cccs2)C(C(=O)NC2CCCCC2)c2ccc(C)cc2)ccc1-n1cnnn1 (stereo not given) | -4 | -1 | 1 | -13 | 2 | -2 | -16 | -4 | 0 | -11
CC(=O)N1CCc2c(sc(NC(=O)Cc3ccc(F)cc3)c2C#N)C1 | -2 | 0 | -1 | 2 | -3 | -1 | 1 | 3 | 0 | 2
COc1ccc(OCCCC(=O)Nc2cccc(SC)c2)cc1 | 1 | 4 | 0 | -2 | 0 | -5 | -3 | -1 | 2 | -9
COc1ccc(OC)c(COC(=O)c2cc([N+](=O)[O-])ccc2N2CCOCC2)c1 | 3 | 1 | 3 | 1 | 2 | 6 | -4 | -2 | 2 | -9
O=C(OCCN1CCN(c2ncc(C(F)(F)F)cc2Cl)CC1)c1ccc(F)cc1 | -3 | 3 | 0 | -4 | 4 | 0 | -1 | -6 | -3 | -2
Cc1nn(-c2ccccc2)c(=S)n1-c1ccccc1 | -3 | 1 | -2 | 2 | 0 | 5 | 5 | 0 | -6 | 1
COC(=O)Cc1ccc2sc(-c3ccccc3)nc2c1 | 0 | -3 | -1 | 10 | -2 | -9 | 0 | -5 | 1 | -12
O=c1cc(CO)oc(C(Nc2ccccn2)c2ccc(C(F)(F)F)cc2)c1O (stereo not given) | 10 | -2 | 12 | 0 | 0 | 15 | 1 | 2 | -1 | -5
Cc1ccc(/C=N/NC(=O)c2cccc([N+](=O)[O-])c2)o1 | 1 | -2 | 0 | -1 | -1 | -3 | 12 | 2 | 0 | 13
C/C(=N\O)c1ccc2c(c1)OCCO2 | -3 | -2 | 2 | 0 | 6 | -17 | 3 | 4 | -4 | 0
CCCCc1cc(=O)oc2c(CN(C)C)c(O)ccc12 | 1 | -2 | -2 | -1 | -1 | 10 | -2 | -1 | 1 | 18
Cc1ccc(C)c(-n2c(SCC(N)=O)nnc2-c2ccccn2)c1 | 0 | 2 | -5 | 0 | -8 | -1 | 3 | -2 | 4 | -6
O=C(CN1CCN(S(=O)(=O)c2ccc(Cl)c(C(F)(F)F)c2)CC1)NC(=O)NC1CCCCC1 | 1 | 1 | 3 | -3 | 2 | -1 | -1 | -2 | -3 | -1
CC(=O)N1CCN(CC(=O)Nc2ccc3c(c2)CCC3)CC1 | 2 | -1 | -2 | 5 | 1 | -3 | 0 | -3 | 1 | 1
O=C(O)c1cccc(CN2C(=O)SC(Nc3cccc4ccccc34)C2=O)c1 (stereo not given) | 8 | -1 | 25 | -2 | 0 | -3 | 2 | -3 | 1 | -29
CS(=O)(=O)N(CC(=O)N1CCCC1)c1ccc(Cl)c(Cl)c1 | 0 | -1 | 0 | 0 | 9 | -2 | 7 | 4 | -6 | 4
CCC(C)(O)c1[nH]c2ccc(C(=O)OC)cc2c1C (stereo not given) | 1 | 19 | 4 | 1 | 8 | -1 | 5 | -1 | 3 | 8

Quoted at random: 2 compounds from above.
SMILES | PRMT1 inh | UHRF1 binding | rCAG binder | NPR1 activator | TCR-CD3 inh | HTRA1 inh | SIAE primary | NPR2 activator | MBD2 DNA inh | ABHD4 inh
CS(=O)(=O)N(CC(=O)N1CCCC1)c1ccc(Cl)c(Cl)c1 | 0 | -1 | 0 | 0 | 9 | -2 | 7 | 4 | -6 | 4
CC(=O)N1CCN(CC(=O)Nc2ccc3c(c2)CCC3)CC1 | 2 | -1 | -2 | 5 | 1 | -3 | 0 | -3 | 1 | 1

Continued.
SMILES | PRMT1 inh | UHRF1 binding | rCAG binder | NPR1 activator | TCR-CD3 inh | HTRA1 inh | SIAE primary | NPR2 activator | MBD2 DNA inh | ABHD4 inh
CN(Cc1cn(Cc2ccccc2)nn1)S(=O)(=O)c1ccccc1Br | -4 | -3 | -1 | 1 | / | / | 4 | 1 | -6 | 0
Cc1ccc(/C=C/C(=O)NCCc2c[nH]c3ccccc23)o1 | 5 | 1 | 1 | 1 | 9 | -7 | -1 | 0 | -3 | -2
Cc1ccc(CSc2nnc(CC(=O)Nc3ccc(C)cc3)n2C)cc1 | 1 | 5 | -1 | -5 | -3 | -4 | -2 | 1 | 2 | -5
O=c1[nH]c2ccccc2c2ccccc12 | -2 | -7 | 2 | 1 | 10 | -3 | 5 | -2 | 1 | -3
OCCN1CCN(c2ncnc3c2ncn3[C@H]2CN(Cc3ccc(Cl)cc3)C[C@@H](CO)O2)CC1 | -3 | 2 | 1 | 0 | 4 | / | 3 | 5 | 4 | -1
O=C(Cn1ncc2ccccc2c1=O)Nc1cccc(C(F)(F)F)c1 | 0 | -2 | 0 | 0 | -10 | 0 | 7 | -9 | -2 | -1
O=S(=O)(c1ccc(Cl)cc1)N1CCN=C1SCc1cccnc1 | 6 | 2 | -3 | -1 | -8 | 2 | -4 | 6 | 6 | -5
COc1ccc(C2=NN(C(=O)CSc3ncccn3)C(c3ccc(C)cc3)C2)cc1 (stereo not given) | -5 | -4 | -4 | 6 | 9 | -43 | 3 | 0 | -5 | -26
O=C(NCc1ccco1)C1CCC(N2C(=O)c3ccccc3C2=O)CC1 (stereo not given) | -2 | 0 | -6 | -3 | 3 | -9 | -7 | 0 | 4 | 2
